Screening data from PubChem.
pAkt inh: inhibitors of Akt phosphorylation; Neuro2A IGF-stimulated pAkt S473 HTRF, 20 min; active compounds read low; AID 651550; actives 0.32% (n = 360,000); activity change, % for hits at 50 µM; in the data active = activity change below about -80%; inconclusive = mostly about -51% to -80%; also: % is scaled to controls: 0 for no effect and ±100 for the full control effect
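Neuro2A cells (4,500/well, DMEM with 0.5% FBS) were treated with compound at a single 50 µM final concentration, stimulated with 6 nM IGF for 20 min at 37 °C, and lysed. Phospho-Akt Ser473 was read by HTRF as 665/615 ratio ×10^4.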
PTHR1 agonist: activates the human parathyroid hormone receptor PTHR1; HEK293 GP2 PTHR1 cells, GloSensor cAMP luminescence, 1 h; Q03431; actives 0.075% (n = 410,000); Potency, µM (titrated, usually from 115 µM), without a hit: at the top dose activation, most hits filed as activators; also: potency is read from the fitted curve at half-maximal effect; nearly all actives have a fitted effect of over 55% in size; some results filed as inactive show a strong effect at the top dose; inactives centre near -15; many of its hits are not listed in these tables
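HEK-293-derived GP2 cells expressing PTHR1 and a GloSensor cAMP reporter, 3,000/well, plated overnight, given luciferin plus IBMX (each 0.5 mM as added) for 1 h at 37 °C, then compound for 1 h at 37 °C. Luminescence was read after 15 min at room temperature.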
CCT chaperon mod: changes cytosolic chaperonin activity. purified chaperonin ATPase assay, HTRF ADP detection, 30 min. activity change, % (test concentration not listed), hits read low. actives 0.3% (n = 360,000). AID 651819; in the data active = activity change below about -30%; also: % is scaled to controls: 0 for no effect and ±100 for the full control effect
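We incubate TRiC, 40 or 20 nM final, with library compounds at 76 uM and 10 uM ATP for 30 min at 37 °C. ADP formed is detected with Transcreener HTRF reagents after 30 min at room temperature.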
EPAC2 antag: EPAC2 (human) antagonism | Q8WZA2 | EPAC2 GEF exchange of Rap1B-BODIPY-GDP, fluorescence | Potency, µM (series often up to 114 µM), for the others: at the highest dose activity, negative = inhibition, hits mostly inhibitors | actives 0.18% (n = 360,000) | AID 720708; also: potency is read from the fitted curve at half-maximal effect; % is scaled to controls: 0 for no effect and ±100 for the full control effect; nearly all actives have a fitted effect of over 45% in size; many of its hits are not listed in these tables
Target sequence (Q8WZA2 whole entry, looked up): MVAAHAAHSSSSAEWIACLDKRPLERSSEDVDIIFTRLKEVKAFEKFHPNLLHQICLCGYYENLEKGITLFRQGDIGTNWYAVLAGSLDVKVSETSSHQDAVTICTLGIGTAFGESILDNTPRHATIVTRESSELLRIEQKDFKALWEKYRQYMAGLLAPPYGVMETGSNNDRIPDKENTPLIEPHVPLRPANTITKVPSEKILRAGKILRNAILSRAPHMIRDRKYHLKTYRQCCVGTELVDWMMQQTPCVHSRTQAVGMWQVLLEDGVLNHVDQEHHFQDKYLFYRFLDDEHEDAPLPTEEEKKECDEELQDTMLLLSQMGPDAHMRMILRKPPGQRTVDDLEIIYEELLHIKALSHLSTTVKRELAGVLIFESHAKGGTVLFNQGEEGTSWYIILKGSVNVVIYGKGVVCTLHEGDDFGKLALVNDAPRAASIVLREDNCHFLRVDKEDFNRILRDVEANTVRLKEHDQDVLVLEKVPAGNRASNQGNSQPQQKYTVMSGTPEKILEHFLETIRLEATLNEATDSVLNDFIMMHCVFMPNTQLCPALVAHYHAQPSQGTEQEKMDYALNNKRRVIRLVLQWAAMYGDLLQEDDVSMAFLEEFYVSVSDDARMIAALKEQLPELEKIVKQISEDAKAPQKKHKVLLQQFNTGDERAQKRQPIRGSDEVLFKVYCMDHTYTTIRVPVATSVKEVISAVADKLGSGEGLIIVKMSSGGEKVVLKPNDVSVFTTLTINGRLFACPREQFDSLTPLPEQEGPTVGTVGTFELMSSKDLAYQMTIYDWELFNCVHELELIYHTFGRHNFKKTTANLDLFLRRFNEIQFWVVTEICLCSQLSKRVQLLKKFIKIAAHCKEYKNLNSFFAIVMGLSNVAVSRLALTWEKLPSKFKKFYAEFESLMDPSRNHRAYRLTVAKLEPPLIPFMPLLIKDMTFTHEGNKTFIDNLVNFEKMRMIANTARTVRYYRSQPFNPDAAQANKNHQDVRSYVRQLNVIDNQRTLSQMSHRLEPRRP
Mm-Cpn inhibitor: blocks the Methanococcus maripaludis chaperonin Mm-Cpn; purified Mm-Cpn ATPase, ADP Transcreener TR-FRET; actives 0.031% (n = 330,000); Potency, µM (top dose mostly 76.9 µM), without a hit: top-dose activity, negative = inhibition, actives largely listed as inhibitors; also: potency is read from the fitted curve at half-maximal effect; % is scaled to controls: 0 for no effect and ±100 for the full control effect; nearly all actives have a fitted effect of over 80% in size
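Purified archaeal Mm-CPN (25nM final) preincubated 10 min at 37degC with compound, then 10uM ATP for 30 min at 37degC; ADP measured by HTRF Transcreener TR-FRET; buffer 30 mM TRIS pH 7.4, 100mM KCl, 5mM MgCl2, 1mM DTT.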
D3 antag: blocks the human D3 dopamine receptor | P35462 | max response, negative = inhibition, % | D3R cells, DiscoveRx beta-arrestin luminescence, antagonist mode; active compounds read low | actives 2.5% (n = 360,000); in the data active = max response below about -50%; inconclusive = no clear call, values can overlap the other calls; also: % is scaled to controls: 0 for no effect and ±100 for the full control effect; mostly tested at two doses, the higher about 12 µM
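Cells expressing the human receptor were seeded at 1500 cells/well, incubated overnight at 37 degrees C in 5% CO2, then exposed to library compounds with dopamine controls for 90 minutes at 37 degrees C before luminescent detection.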
EPAC2 agonist: activates human EPAC2 exchange factor; EPAC2 activation, biochemical qHTS; response scale: 100% = 6.5 mM cAMP response; actives 0.079% (n = 360,000); Q8WZA2; Potency, µM (series often up to 154 µM), without a hit: top-dose activation, hits mostly activators; also: potency is read from the fitted curve at half-maximal effect; nearly all actives have a fitted effect of over 50% in size
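Readout is BODIPY fluorescence (480 nm excitation, 540 nm emission), which falls as labeled GDP is exchanged off Rap1B. EPAC2 at 100 nM acted on 250 nM RAP1B-BODIPY-GDP with 50 uM GDP present.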
D3 ag: activates the human D3 dopamine receptor; P35462; D3R DiscoveRx beta-arrestin cells, luminescence, 90 min; AID 652048; actives 0.58% (n = 410,000); max activation, %; in the data active = max activation above about 30%; also: 0% is about no effect; mostly tested at two doses, the higher about 12 µM
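Agonist mode: compounds and dopamine controls were applied to plated cells for 90 min at 37 degrees C after an overnight attachment at 1500 cells/well. Luminescent read-out followed 30 - 60 minutes at room temperature with DiscoveRx detection reagent.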
An asterisk follows results filed as active; i = inactive; ? = inconclusive; · = no result given; & = joins results of further samples; [ ] = dose if it differs, or a comment. Unless noted, calls follow the shape of the dose curve; as a rule, active = well fitted curve in the direction sought with a large enough effect; inconclusive = small, poorly fitted or top-dose-only effect, or another doubt; inactive = no such curve, though single readings can be large; an effect the other way counts as inactive or inconclusive. Not all compounds are listed; count on the stated rates, not on these rows.

Molecule	pAkt inh	PTHR1 agonist	CCT chaperon mod	EPAC2 antag	Mm-Cpn inhibitor	D3 antag	EPAC2 agonist	D3 ag
NC(c1csc(Nc2cc(NCCCO)ncn2)n1)c1ccccc1Cl (stereo not drawn)	i	-3%	0.5	9%	·	1	11%	7
CC(=O)c1ccc(OCC(=O)OCc2cc(-c3ccco3)on2)cc1	i	9%	-0.5	6%	2%	4	5%	1
COc1cccc(NC(=O)c2cccc(OC)c2OC)c1	i	-6%[57.5 µM]	-2.8	3%	-2%	117	0%	0
CN(CC(=O)NC(=O)NC1CCCCC1)c1ccccc1	i	i	2.2	4%	?	0	8%	0
Cc1sc(NC(=O)C2C3CCC(C3)C2C(=O)O)c(C(N)=O)c1-c1ccc(C(C)(C)C)cc1 (stereo not drawn)	i	-14%	0.6	5%	-3%	3	-2%	4
N=C1C(c2nc3ccccc3s2)=C(O)CN1C1CCCCC1	i	i	1.5	-7%	1%	-8	0%	0
O=C(Nc1ccc2[nH]ccc2c1)c1ccccc1	i	i	2.0	-3%	-3%	2	-1%	-12
CN1CCn2cnc(C(=O)NCC(=O)OC(C)(C)C)c2C1=O	i	i	-2.8	-1%	·	-6	-4%	5
O=C(Nc1ccc(S(=O)(=O)N2CCCCC2)cc1)c1cccnc1Cl	i	-13%	-1.1	8%	0%	-5	4%	-27
COc1ccc(OCCOCC(O)CN2CCOCC2)cc1 (stereo not drawn)	i	8%[57.5 µM]	-0.5	3%	0%	23	-1%	0
CC(=O)NC1CC2CCCC(C1)N2C(=O)Nc1ccccc1 (stereo not drawn)	i	i	-3.2	1%	0%	21	-3%	0
Cc1ccc([N+](=O)[O-])cc1NC(=O)CCCOc1ccccc1	i	-3%[57.5 µM]	1.1	-4%[57.1 µM]	3%	-64*	4%	-1
Nc1ncnc(Nc2cccc(F)c2)n1	i	?	-1.7	14%	1%	21	-5%	-13
O=C(CSc1ccc(-c2ccccn2)nn1)c1ccc([N+](=O)[O-])cc1	i	-3%	10.0	5%	-3%	-29	8%	2
O=C(COc1cccnc1[N+](=O)[O-])Nc1cccc2ccccc12	i	-5%	-0.8	6%	0%	-17	6%	-14
O=C1CCC2(CC1)NC(=O)N(c1ccccc1)N2	i	-22%	-4.6	-11%	0%	-10	1%	3
CC(C)CC(NC(N)=O)C(=O)NCCc1ccc(Cl)cc1 (stereo not drawn)	i	-3%	0.6	16%	-2%	6	3%	6
CC(=O)N(c1ccccc1)C1SC(=O)N(c2ccccc2)C1=O (stereo not drawn)	i	-36%[inhibitor][57.5 µM]	-1.4	0%	1%	-18	5%	-12
CC1C(=O)N(Cc2cn(CCC3OCCO3)nn2)CCS(=O)(=O)N1Cc1ccc(-c2ccc(F)nc2)cc1 (stereo not drawn)	i	-1%	-0.5	-1%	·	1	8%	2
CC1CCC(NC(=O)CCS(=O)(=O)c2ccc3c(c2)oc(=O)n3C)CC1 (stereo not drawn)	i	i	-2.8	-3%	0%	4	1%	-1

Three compounds already listed, ordered by length of the SMILES, low to high.
Molecule	pAkt inh	PTHR1 agonist	CCT chaperon mod	EPAC2 antag	Mm-Cpn inhibitor	D3 antag	EPAC2 agonist	D3 ag
CC(C)CC(NC(N)=O)C(=O)NCCc1ccc(Cl)cc1 (stereo not drawn)	i	-3%	0.6	16%	-2%	6	3%	6
CC(=O)N(c1ccccc1)C1SC(=O)N(c2ccccc2)C1=O (stereo not drawn)	i	-36%[inhibitor][57.5 µM]	-1.4	0%	1%	-18	5%	-12
Cc1ccc([N+](=O)[O-])cc1NC(=O)CCCOc1ccccc1	i	-3%[57.5 µM]	1.1	-4%[57.1 µM]	3%	-64*	4%	-1

(continued)
Molecule	pAkt inh	PTHR1 agonist	CCT chaperon mod	EPAC2 antag	Mm-Cpn inhibitor	D3 antag	EPAC2 agonist	D3 ag
Cc1occc1C(=O)N(Cc1nc(-c2ccccc2)no1)C(C)C	·	-82%[inhibitor]	-72*	-22%	-3%	14	3%	-7
COc1ccc(NC(=O)CC2CCCCC2)cc1OC	i	i	-1.0	7%	0%	-13	-5%	1
O=c1c2cc(NC(=S)NCCN3CCCCCC3)ccc2nc2n1CCCCC2	i	-2%	-0.9	-9%	3%	-7	3%	-19
O=c1c2ccc([N+](=O)[O-])cc2ncn1CCOc1ccc(Cl)cc1	i	-96%[inhibitor]	3.6	2%	-4%	62	4%	6
FC(F)(F)c1cnc2c(-c3ccccc3)n[nH]c2c1	i	-19%	0.5	-4%	-1%	-3	-6%	-2
COc1ccc(NC(=O)c2cc3n(n2)C(C(F)(F)F)CC(c2ccc(OC)cc2)N3)cc1 (stereo not drawn)	i	i	-4.5	-6%	1%	12	-12%	-16
COc1cc(NC(=O)C2CC(=O)NC3=C2C(=O)CCC3)cc(OC)c1 (stereo not drawn)	i	i	-3.2	11%	0%	31	4%	9
Cc1nn(C(C)C(=O)NCCc2cccs2)c(=O)c2nn(-c3ccccc3)c(C)c12 (stereo not drawn)	i	-11%	-0.2	3%	2%	-8	7%	0
CCCCc1nc2cc(C(=O)N3CCCC(OCCC)C3)ccc2o1 (stereo not drawn)	i	i	0.4	-1%	0%	15	-4%	2
CCC(ONc1ccccc1C(F)(F)F)(C(=O)NN(C)C)c1ccccc1 (stereo not drawn)	i	i	0.3	-21%	-2%	-2	-5%	9
NNC(=O)c1ccc(COc2ccc3c(c2)CCC3)cc1	i	7%	1.1	17%	-2%	-14	14%	0
O=C(C[C@H]1C[C@H](C(=O)N2CCOCC2)[C@@]2(CCC3CCCC3)c3[nH]c4ccc(Cl)cc4c3CCN2C1=O)NCCN1CCOCC1	i	i	-1.5	13%	3%	-19	4%	-15
Cc1c(-c2cc(C(=O)O)on2)cnn1C	i	i	-1.1	0%	1%	-22	14%	-4
O=c1[nH]c2ccccc2n2c(-c3ccncc3)nnc12	i	i	-2.1	2%	-1%	-17	5%	0
C=CCNC(=O)c1ccc2nc(Cc3ccc(OC)cc3)oc2c1	i	-16%	2.6	8%	·	26	-1%	-12
O=C(CCc1ccccc1)N1CCN(c2ccc([N+](=O)[O-])cc2)CC1	i	-33%[inhibitor]	-1.1	0%	0%	-16	11%	-5
C/C(=N/Nc1ncc(Br)cn1)c1ccc(Br)cc1	i	-51%[inhibitor]	-2.3	-23%	0%	20	-2%	3
COc1ccc(OCC(=O)N2N=C(C)CC2(O)C(F)(F)F)cc1 (stereo not drawn)	i	-9%	0.6	5%	-10%	?	1%	-18
O=C(O)CCn1c(=O)[nH]c2ccccc2c1=O	i	-11%	-0.1	?	0%	18	3%	1
Cc1cc(-c2ccccc2)n2nc(N)nc2n1	i	i	0.1	10%	?	-10	0%	-1
Cc1[nH]c2ccccc2c1-c1csc(NC(=O)CSCCO)n1	i	i	-6.1	1%	-3%	?	15%	-12
Cc1ccc(C(=O)CCC(=O)Nc2ccccc2F)cc1	i	0%	-2.1	1%	-2%	-3	8%	9
O=C(NCc1ccccc1)C(c1cc2ccccc2o1)n1c(=O)c(-c2cc3ccccc3[nH]2)nc2ccccc21 (stereo not drawn)	i	-4%	·	2%	·	44	8%	10
COc1ccc(OC)c(S(=O)(=O)N2CCCC(N3CCN(c4ccccc4)CC3)C2)c1 (stereo not drawn)	i	-23%	-2.7	1%	0%	3	-1%	6
Cc1ccccc1C(=O)N1CCC(C(=O)OCc2nc(N)nc(Nc3ccccc3)n2)CC1	i	-16%	0.1	0%	4%	-20	8%	-1
COc1cc(NC(=O)CCc2c(C)nc3nc(C)nn3c2C)cc(OC)c1	i	i	0.0	-4%	2%	0	1%	9
O=C(COc1ccc(Br)cc1)Nc1ccc(N2CCOCC2)cc1N1CCOCC1	i	-4%	-1.6	1%	0%	-14	-2%	-7
Fc1ccc(NC(=S)Nc2ccc3nccnc3c2)cc1	i	-95%[inhibitor]	-0.8	18%	-3%	6	-3%	2
Cc1ccccc1C(=O)Nc1c2c(nc3ccccc13)CCCC2	i	i	-2.1	4%	-2%	-3	6%	-2
COn1c(-c2ccc(C)cc2)nc2ncccc21	i	i	-0.6	-1%	-3%	4	5%	5
COc1ccc(/C=[N+](\[O-])C2N(c3ccccc3)C(=S)SC2(C)C)cc1OC (stereo not drawn)	i	-12%	-0.6	-1%	-5%	-4	7%	2
CN1CCN(C(CNC(=O)c2ccc(Br)o2)c2ccc(F)cc2)CC1 (stereo not drawn)	i	i	-5.3	5%	-3%	?	4%	-9
CCn1c(COc2ccccc2)nnc1SCC(=O)c1cccc([N+](=O)[O-])c1	i	-2%[57.5 µM]	-1.6	-11%	0%	-7	7%	-4
COC(=O)C1=C(C)NC(C)=C(C(=O)OC)C1C(=O)OC(C)C(=O)c1ccccc1 (stereo not drawn)	i	-9%&-10%	-0.7&0.3	-6%&2%	1%&1%	79&19	4%&5%	10&0
O=C(Nc1ccc2nc(-c3ccccn3)[nH]c2c1)C1CCCCC1	i	i	-0.2	24%	-1%	-23	-3%	0
CCCCc1nc2n[nH]c(N)c2c2c1CCCC2	i	i	0.5	-4%	-2%	19	-8%	-1
CCCCN(C)CCNC(=O)CN1C(=O)CSc2ccc(S(=O)(=O)N3CCCCC3)cc21	i	-16%	-2.4	-5%	1%	18	1%	-15&-6
CCOC(=O)c1[nH]c(C)c(C(=O)C(C)C)c1C	i	-3%[57.5 µM]	-3.3	-2%	-5%	4	0%	7
COc1cc(/C=N\NS(=O)(=O)c2ccccc2)cc(OC)c1OC	i	i	-0.4	0%	1%	17	5%	1
Cc1cccc(Nc2ncccc2C(=O)NCc2cccs2)c1C	i	i	-1.4	-7%	-2%	-6	21%	-5
CC(C)(C)c1ccc(C(=O)NCCOc2ccccc2F)cc1	i	-27%	1.3	-7%	-2%	-4	6%	-9
O=C(Nc1ccccc1)NC1(C(=O)N2CCC(O)CC2)CCCCC1	i	17%	-3.2	4%	1%	-5	3%	2
CC1(C(=O)Nc2cccc(Oc3ccccc3)c2)Cc2c(-c3ccccc3)ccnc2O1 (stereo not drawn)	i	-5%	0.4	-30%	·	0	10%	-10
Cc1nc(SCCO)c([N+](=O)[O-])[nH]1	i	-8%	3.5	12%	0%	-7	7%	0
O=C(CC1C(=O)NCCN1Cc1ccc(F)cc1)NCCOc1cccnc1 (stereo not drawn)	i	i	0.7	1%	1%	-4	1%	-5
